Screening data deposited in PubChem by several laboratories.
SKKanGAS inh – inhibitors of SKKanGAS S. pyogenes growth in kanamycin (SK-promoter or general growth effect); BacTiter-Glo, 6 h; actives 1.3% (n = 300,000); inhibition, % at 7.5 µM; AID 1662;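 active = mean replicate score, as percent of positive control median, at least 50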;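 note: strain carries kanamycin resistance gene driven by streptokinase promoter and grows in 40 µg/ml kanamycin; loss of luminescence reflects streptokinase promoter inhibition or plain growth inhibition; 0% = median of DMSO wells and 100% = positive control at its reference dose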
MrgX1 antag – antagonists of human MrgX1 receptor; Q96LB2; MRGX1-HEK293 calcium flux, Fluo-4, BAM8-22 antagonism; stronger effect = lower value; B-score at 10 µM; actives 1.3% (n = 310,000);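 active = calcium-response B-score plate-corrected more than 3 library SD below zero, starting fluorescence within 5 deviations, no agonist response on first addition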;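 note: peak minus trough fluorescence over baseline after final BAM8-22 challenge near maximal dose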
TRPC4 act – activators of mouse TRPC4 channel. Q9QUQ5. B-score at 10 µM. actives 0.49% (n = 310,000). AID 2237. HEK293 TRPC4beta/mu-opioid, Fluo4 calcium fluorescence; stronger effect = higher value;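 active = B-score above 5 SD of library B-scores, and initial fluorescence ratio not above library mean plus 5 SD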;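 note: positive B-score marks a calcium rise read as TRPC4 activation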
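Material: TRPC4beta and mu-opioid receptor HEK293 stable cells | Incubation: 45 min room-temperature Fluo4 loading, 110 s read | Detection: Kinetic Fluo4 calcium fluorescence | Measure: Integrated baseline-normalised fluorescence ratio, converted to per-well B score | Benchmarks: Low control buffer alone, high control maximal DAMGO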
MrgX1 agonist – human MrgX1 receptor agonism, primary screen; Q96LB2; MrgX1-HEK293 cells, Fluo-4 calcium fluorescence, agonist mode; stronger effect = higher value; B-score at 10 µM; actives 0.44% (n = 310,000); AID 588627;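 active = calcium response B-score plate-corrected fluorescence ratio at least 3 library SD, with starting fluorescence B-score inside 5 SD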
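Material: MrgX1-expressing HEK293 cells; input: 15,000 cells per well; doses: test compound given as first of three sequential additions; schedule: overnight plating before 1 h dye loading; technique: Fluo-4 NW calcium-flux fluorescence, kinetic read; evaluation: baseline-normalised fluorescence change ratio, B-scored; control set: plate-wise positive and negative controls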
TMEM16A act – mouse TMEM16A channel activation, primary screen | Q8BHY3 | HEK293 TMEM16A/YFP-H148Q/I152L, iodide quench fluorescence; stronger effect = lower value | B-score at 10 µM | actives 0.3% (n = 340,000);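 active = fluorescence-ratio B-score plate-corrected deviation score at least 3 library SD below zero, with starting fluorescence score within 5 deviations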;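 note: channel opened by trigger with iodide after compound preincubation; score built on the fluorescence ratio of max minus min over baseline; more negative score means more quench and so TMEM16A activation or potentiation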
Target sequence (Q8BHY3 whole entry, looked up): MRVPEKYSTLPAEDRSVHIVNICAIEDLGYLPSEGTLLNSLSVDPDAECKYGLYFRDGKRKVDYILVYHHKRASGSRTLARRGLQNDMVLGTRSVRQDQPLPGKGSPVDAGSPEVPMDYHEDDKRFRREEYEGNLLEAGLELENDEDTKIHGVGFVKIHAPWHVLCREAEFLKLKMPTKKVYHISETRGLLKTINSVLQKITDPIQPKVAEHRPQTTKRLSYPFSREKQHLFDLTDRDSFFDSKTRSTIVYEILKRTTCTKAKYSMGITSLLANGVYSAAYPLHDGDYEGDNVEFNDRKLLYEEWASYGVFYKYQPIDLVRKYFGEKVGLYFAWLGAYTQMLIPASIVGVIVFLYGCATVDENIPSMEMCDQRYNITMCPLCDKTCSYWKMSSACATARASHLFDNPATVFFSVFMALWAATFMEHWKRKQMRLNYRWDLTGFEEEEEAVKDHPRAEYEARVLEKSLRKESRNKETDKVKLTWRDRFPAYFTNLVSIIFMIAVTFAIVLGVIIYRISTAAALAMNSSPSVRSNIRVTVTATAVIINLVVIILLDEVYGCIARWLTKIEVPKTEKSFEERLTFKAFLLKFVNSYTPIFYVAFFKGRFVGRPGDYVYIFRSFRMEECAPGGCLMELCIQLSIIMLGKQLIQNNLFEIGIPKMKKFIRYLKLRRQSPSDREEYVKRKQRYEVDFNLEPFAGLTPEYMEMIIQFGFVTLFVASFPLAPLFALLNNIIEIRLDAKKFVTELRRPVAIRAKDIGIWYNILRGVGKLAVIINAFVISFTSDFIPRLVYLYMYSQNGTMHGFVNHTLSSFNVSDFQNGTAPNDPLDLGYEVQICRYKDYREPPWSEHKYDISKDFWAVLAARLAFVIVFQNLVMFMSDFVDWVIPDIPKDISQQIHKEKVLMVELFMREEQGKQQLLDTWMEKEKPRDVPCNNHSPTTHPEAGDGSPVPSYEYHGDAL
TRPC6 act – mouse TRPC6 channel activation | actives 0.13% (n = 310,000) | HEK293-TRPC6 membrane potential dye fluorescence; stronger effect = higher value | B-score at 10 µM | Q61143;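 active = B-score of the integrated fluorescence ratio above library mean plus 3 SD, and starting fluorescence ratio within library mean plus 5 SD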;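 note: higher score means more depolarization so channel activation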
MrgX1 allo act – human MrgX1 positive allosteric modulation, primary screen. Q96LB2. MrgX1-HEK293, Fluo-4 calcium flux, FDSS; stronger effect = higher value. B-score at 10 µM. actives 0.63% (n = 310,000). AID 588675;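 active = plate-corrected calcium response at least 3 library SD above typical, normal starting fluorescence, not activating the receptor alone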;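 note: compound read alongside a low EC10 to EC30 dose of BAM8-22 agonist; peak minus trough fluorescence over baseline measured at the second addition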
TRPC6 inh – inhibitors of mouse TRPC6 channel. actives 1.1% (n = 310,000). AID 2553. Q61143. HEK293-TRPC6, membrane potential dye, ACh-evoked depolarization; stronger effect = lower value. B-score at 10 µM;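 active = B-score under library mean minus 3 SD, initial fluorescence not abnormally high, positive integrated signal ratio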;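 note: B-score derived from integrated fluorescence ratio over the kinetic read; more negative B-score means stronger inhibition of depolarization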
TRPC4 inh – TRPC4 (mouse) channel inhibition | HEK293 TRPC4beta/mu-opioid, DAMGO-evoked Fluo4 calcium flux; stronger effect = lower value | actives 0.39% (n = 300,000) | B-score at 10 µM;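 active = B-score over 3 SD under the library average, no early fluorescence shift, positive overall ratio signal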
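Material: HEK293 cells with stable TRPC4beta plus mu-opioid receptor expression / Probe or stimulus: DAMGO in two steps, submaximal then maximal / Compound: single concentration per test compound / Technique: kinetic Fluo4 fluorescence imaging of calcium influx / Read-out: per-well B score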
ANO1 block – inhibitors of mouse TMEM16A calcium-activated chloride channel; Q8BHY3; HEK293 TMEM16A/YFP iodide influx fluorescence, ionomycin; normalized B-score (activity score, 25-100; higher = stronger inhibition) at 10 µM; actives 1.2% (n = 310,000);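 active = ratio plate-corrected score three or more library SD toward inhibition, starting fluorescence score within five deviations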;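 note: score derived from kinetic fluorescence span divided by baseline fluorescence per well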
TRPC4 potent – TRPC4 (mouse) allosteric potentiation | Q9QUQ5 | HEK293 TRPC4beta/mu-opioid, DAMGO EC20, Fluo-4 Ca2+ flux; stronger effect = higher value | B-score at 10 µM | actives 0.42% (n = 310,000) | AID 2227;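 active = B-score of calcium response area above 5 SD of library B-scores, with initial fluorescence ratio within 5 SD of library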;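 note: B-score of integrated fluorescence ratio over time as area under calcium response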
The depositor's hits bear a star; i = inactive; · = no result given.

SMILES	SKKanGAS inh	MrgX1 antag	TRPC4 act	MrgX1 agonist	TMEM16A act	TRPC6 act	MrgX1 allo act	TRPC6 inh	TRPC4 inh	ANO1 block	TRPC4 potent
NS(=O)(=O)c1ccc(CCNC(=O)c2coc3ccccc3c2=O)cc1	-1	i	i	i	i	i	i	i	i	i	i
CCCOC(=O)c1ccc(NC(=O)C2C3C=CC(O3)C2C(=O)O)cc1 (stereo unspecified)	5	i	i	i	i	i	7.9*	i	i	i	i
CN(C)C1(CNC(=O)Nc2ccccc2)CCCCC1	-2	i	i	i	i	i	i	i	i	i	i
O=C(CN1C(=O)c2ccccc2S1(=O)=O)Nc1ccccn1	-3	i	i	i	i	i	i	i	i	i	i
NC(=O)N1CCCC1C(=O)Nc1ccc(Cl)c(Cl)c1 (stereo unspecified)	-5	i	i	i	i	i	i	i	i	i	i
Cc1cc(S(=O)(=O)N(Cc2cccs2)Cc2ccccc2F)ccc1-n1cnnn1	-6	i	i	i	i	i	i	i	i	i	i
O=C(Nc1cccc(Cl)c1)N1N=CCC1c1ccccc1 (stereo unspecified)	-13	i	i	i	i	i	i	i	i	i	i
O=S(=O)(/C=C/c1ccccc1)Nc1ccc(N2CCOCC2)cc1	4	i	i	i	i	i	i	i	i	i	i
CO/N=C/CC(=O)c1cnc(-c2ccccc2)s1	-18	i	i	i	i	i	i	i	i	i	i
Cc1ccc(CN2C(=O)CCC2C(=O)NCCCN2CCCC(C)C2)cc1 (stereo unspecified)	-7	i	i	i	i	i	i	i	i	i	i
Cc1cc(Nc2cccc(C)c2C)n2ncnc2n1	-2	i	i	i	i	i	i	i	i	i	i
COc1cc(C)c(S(=O)(=O)N2CCOCC2)cc1C(C)C	-2	i	i	i	i	i	i	i	i	i	i
COc1ccccc1NC(=O)c1cc(Sc2nncn2C)nc2ccccc12	-2	i	i	i	i	i	i	i	i	i	i
CCN(C(=O)COC(=O)C1CCN(S(=O)(=O)c2c(Cl)cccc2Cl)CC1)C1CCCCC1	2	i	i	i	i	i	i	i	i	i	i
O=C(NC1CCc2ccccc21)C1CCN(S(=O)(=O)c2ccc(-n3cnnn3)cc2)CC1 (stereo unspecified)	-1	i	i	i	i	i	i	i	i	i	i
NC(=O)c1ccccc1NC(=O)COC(=O)C1(c2ccccc2)CC1	-6	i	i	i	i	i	i	i	i	i	i
Cc1ccc(-c2nc3cc(NS(=O)(=O)c4ccc(C)cc4)ccc3o2)cc1	85*	i	i	i	i	i	i	i	i	i	i
C=C(C)C1CC=C(C)/C(=N/NC(=O)COc2ccc(C)cc2)C1 (stereo unspecified)	-6	i	i	i	i	i	i	i	i	i	i
CC1CCCC(C)N1CC(O)COCC1COc2ccccc2O1 (stereo unspecified)	-3	i	i	i	i	i	i	i	i	i	i
CCN1C(=O)[C@H]2[C@@H](c3ccc(-c4ccc(Cl)c(Cl)c4)c(OC)c3)N[C@@](C)(C(=O)OC)[C@H]2C1=O	22	i	i	i	i	i	i	i	i	i	i
N=C(N)N=Nc1c(O)[nH]c2ccc(Br)cc12	1	i	i	i	i	i	i	i	i	i	i
COc1cccc(/C=N\NC(=O)c2cc(OCC(F)(F)F)ccc2OCC(F)(F)F)c1	·	i	i	i	i	i	i	i	i	i	i
O=C(c1ccccc1Sc1c(Cl)cccc1[N+](=O)[O-])N1CCOCC1	0	i	i	i	i	i	i	i	i	i	i
Cc1cccc(-n2c(O)c(/C=N/NC(=O)c3ccccc3Cl)c3ccccc3c2=O)n1	10	i	i	i	i	i	i	i	i	i	i
COC(=O)c1ccc(-c2csc(NC(=O)c3ccc(S(=O)(=O)N4CCc5ccccc5C4)cc3)n2)cc1	15	i	i	i	i	i	i	i	i	i	i
Cc1ccc(NC(=O)c2cc(S(=O)(=O)N3CCOCC3)cs2)cc1	-3	i	i	i	i	i	i	i	i	i	i
CCCOc1ccc(/C=N/Nc2ccccc2[N+](=O)[O-])c(OCCC)c1	4	i	i	i	i	i	i	i	i	i	i
CCn1cc([N+](=O)[O-])c(C(=O)NCc2ccc3c(c2)OCO3)n1	-4	i	i	i	i	i	i	i	i	i	i
CCCc1nnc(SCc2ccc(OCC)cc2)n1N	-9	-4.5*	i	i	i	i	i	i	i	i	i
CC(C)(C)c1ccc(O)c(N)c1	1	i	i	i	·	i	i	i	i	i	i
O=C(N/N=C/C1CCCCC1)c1ccccn1	3	i	i	i	i	i	i	i	i	i	i
O=C(Nc1ccc(-c2n[nH]c(=S)o2)cc1)c1ccccc1Cl	24	i	i	i	i	i	i	i	i	i	i
FC(F)(F)c1cc(-c2cccs2)nc(-n2cc(Cl)cn2)n1	-5	i	i	i	i	i	i	i	i	i	i
CCCCCC(=O)NC(=S)NNC(=O)c1ccc([N+](=O)[O-])cc1	22	i	i	i	i	i	i	i	i	i	i
CC(=O)N1CCN(S(=O)(=O)c2cccc(C(=O)N(Cc3ccccc3)c3ccc(C)cc3)c2)CC1	-3	i	i	i	i	i	i	i	i	i	i
CCOC(=O)C1(Cc2ccccc2)CCCN(CCO)C1 (stereo unspecified)	-6	-5*	i	i	i	i	i	i	i	i	i
N#Cc1ccc(N2CCN(C(=O)c3cccs3)CC2)c(F)c1	3	i	i	i	i	i	i	i	i	i	i
CCOC(=O)Cn1nc(/C=C/c2ccc(C(C)C)cc2)ccc1=O	12	i	i	i	i	i	i	i	i	i	i
Cc1ccc(-c2nn3c(C)nnc3s2)cc1NC(=O)C(C)C	0	i	i	i	i	i	i	i	i	i	i
CCc1ccccc1NC(=O)Nc1ccc(F)cc1	5	i	i	i	i	i	i	i	i	i	i
CCN1CCN(c2ccc(S(=O)(=O)N3CCCCC3)cc2NC(=O)COc2ccccc2)CC1	-1	i	125*	i	i	i	i	i	i	i	i
Cn1c(CCN2CCN(c3ccccn3)CC2)nc2cc(NC(=O)COc3ccc(Cl)cc3)ccc21	11	i	i	i	i	i	i	i	i	i	i
Cc1cccc(C(=O)c2c(N)sc3c2CCCC3)c1	15	i	i	i	i	i	i	i	i	i	i
COc1ccc(CCNC(=O)CN(C)S(=O)(=O)c2cccs2)cc1OC	2	i	i	i	i	i	i	i	i	i	i
Cc1nc2ccc(C(=O)O)cc2c2c1CC(C)S2 (stereo unspecified)	2	i	i	i	i	i	i	i	i	i	i
CC(=O)Nc1ccc(S(=O)(=O)n2nc(-c3ccc(C)cc3)nc2N)cc1	0	i	i	i	i	i	i	i	i	i	i
Cn1c(=O)n(C)c2cc(NC(=O)CCl)ccc21	-25	i	i	i	i	i	i	i	i	i	i
O=C(NCc1ccco1)c1ccccc1NS(=O)(=O)c1ccc(Cl)s1	4	i	i	i	i	i	i	i	i	100*	i
Cc1ccc(C(=O)c2c[nH]c(C(=O)NCc3cccnc3)c2)cc1	4	i	i	i	i	i	i	i	i	i	i
NC(=O)COC(=O)CC(NC(N)=O)c1ccc(Cl)cc1 (stereo unspecified)	-5	i	i	i	i	i	i	i	i	i	i
O=C(NCC(=O)N1CCCCCCC1)c1ccc(Br)o1	-3	i	i	i	i	i	i	i	i	i	i
COc1ccc(N=Cc2c(O)n(-c3cccc(C)n3)c(=O)c3ccccc23)cc1	1	i	i	i	i	i	i	i	i	i	i
O=C1N/C(=N\N=C\c2cccs2)SC1Cc1ccc(Cl)c(Cl)c1 (stereo unspecified)	56*	i	i	i	i	i	i	i	i	i	i
COc1ccc(OC)c(NC(=S)NCCC(c2ccccc2)c2ccccc2)c1	12	i	i	i	i	i	i	i	i	i	i
COc1ccc(CN2CCc3cc(OC)c(OC)cc3C2)cc1O	3	i	i	i	i	i	i	i	i	i	i
CCNc1nnc(-c2ccc(C)cc2)o1	0	i	i	i	i	i	i	i	i	i	i
Cc1ccc2c(N)[nH]nc2n1	-15	i	i	i	i	i	i	i	i	i	i
COc1c(C)cccc1C(=O)Nc1ccc(N2CCN(C(=O)c3ccccc3C)CC2)cc1	-3	i	i	i	i	i	i	i	i	i	i
Cc1ccc(NC(=O)CSc2nnc(C3COc4ccccc4O3)o2)c(Cl)c1 (stereo unspecified)	0	i	i	i	i	i	i	i	i	i	i
CCOc1ccc2nc(NC3=NC(c4ccc(OC)cc4)CC(=O)N3)nc(C)c2c1 (stereo unspecified)	5	i	i	i	i	i	i	i	i	i	i

Compounds listed so far that have a CF3 group (2):
SMILES	SKKanGAS inh	MrgX1 antag	TRPC4 act	MrgX1 agonist	TMEM16A act	TRPC6 act	MrgX1 allo act	TRPC6 inh	TRPC4 inh	ANO1 block	TRPC4 potent
COc1cccc(/C=N\NC(=O)c2cc(OCC(F)(F)F)ccc2OCC(F)(F)F)c1	·	i	i	i	i	i	i	i	i	i	i
FC(F)(F)c1cc(-c2cccs2)nc(-n2cc(Cl)cn2)n1	-5	i	i	i	i	i	i	i	i	i	i

Carrying on:
SMILES	SKKanGAS inh	MrgX1 antag	TRPC4 act	MrgX1 agonist	TMEM16A act	TRPC6 act	MrgX1 allo act	TRPC6 inh	TRPC4 inh	ANO1 block	TRPC4 potent
C=CCN(CC(=O)NCc1ccc(OC)cc1)C(=O)c1csnn1	-2	i	i	i	i	i	i	i	i	i	i
C=CCN1C(=O)C(Cc2ccc(OC)cc2)SC1=Nc1ccc(C(=O)O)cc1 (stereo unspecified)	-3	i	i	i	i	i	i	i	i	i	i
Cc1ccnc(N2C(=O)c3ccccc3C2Nc2ccccc2Cl)c1 (stereo unspecified)	1	i	i	i	i	i	i	i	i	i	i
Cc1sc2ncnc(N3CCC(C(=O)NNC(=O)c4ccccc4Cl)CC3)c2c1C	10	i	i	i	i	i	i	i	i	i	i
O=C(O)Cn1cc(/C=C/[N+](=O)[O-])c2ccccc21	10	i	i	i	i	i	i	i	i	i	i
COC(C(=O)Nc1ccc(S(=O)(=O)Nc2ccc(C)c(C)c2)cc1)c1ccccc1 (stereo unspecified)	41	i	i	i	i	i	i	i	i	i	i
CCc1ccc2n(-c3ccc(OC)cc3)c([S-])c(C(=O)Nc3cc(C)cc(C)c3)[n+]2c1	0	i	i	i	i	i	i	i	i	i	i

Random draw from the library. About 6.7% of those tested had a hit in this group.
